Rat MKP-3 inhibitors = MKP-3 phosphatase inhibitors, primary screen, biochemical, rat enzyme, in vitro (AID 425); 110,000 compounds, 0.17% hits; Dual specificity protein phosphatase 6 (Rattus norvegicus); recombinant MKP-3 phosphatase activity, fluorescence; higher % means a stronger effect; one-dose inhibition, % at 20 µM; IC50 in µM for titrated hits; in the data active = inhibition above about 50%;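 note: plate controls were vehicle for no effect and reference inhibitor for full effect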
Hsp70 displacement = Hsp70 inhibitors, probe displacement, primary screen, biochemical, fluorescence polarization (AID 583) | Hsp70 fluorescence polarization probe displacement, mP; higher % means a stronger effect | displacement, % at 20 µM; hits with a dose series show IC50 in µM | 140,000 compounds, 0.06% hits; in the data active = displacement above about 50%;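 note: plate controls were vehicle for no effect and reference ligand for full effect; a part of the inactive calls stands beside numbers as strong as those of hits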
* hit, by the source's call; . = no result given; & = joins results of further samples.

SMILES	Rat MKP-3 inhibitors	Hsp70 displacement
CC(O)CCC(=O)NCCNC(=O)CCC(C)O (configuration not stated)	-15.8%	-5.0%
O=C1NN(c2ccccc2)C(=O)/C1=C/c1ccc(-c2ccccc2)o1	7.9%	1.1%
CCCCn1c(CN2C(=O)c3ccccc3C2=O)nc2ccccc2c1=O	22.0%&2.8%	-0.2%
CC(=O)N1CC23C=CC(CC2CC12CCCCCC2)O3 (configuration not stated)	2.3%	-3.8%
COC(=O)c1c(NC(=O)Cc2cccs2)sc2c1CCCC2	2.4%	-6.2%
N#CCSc1nnc(-c2ccccc2)c(-c2ccccc2)n1	-6.0%&2.9%	-0.5%&0.0%
CCOc1ccccc1NC1=C(Cl)C(=O)N(c2ccc(Br)cc2)C1=O	2.6%	-2.3%
CCOC(=O)c1ccc(NC(=O)CN(CCc2ccccc2)S(=O)(=O)c2ccc(OC)cc2)cc1	1.1%	2.3%
COC(=O)c1cncc(O)c1	.	1.5%
COc1nc(C)nc2c1sc(=S)n2C	2.0%	2.0%
O=C1NC(Cc2c[nH]c3ccccc23)C(=O)N1c1ccc(F)cc1 (configuration not stated)	.	0.9%
Cc1cc2c3c(c1)C(C)(c1ccccc1)CC(C)(C)N3C(=O)C21C(C#N)=C(N)OC2=C1C(=O)CC(C)(C)C2 (configuration not stated)	.	-2.0%
COc1cccc(C(=O)OCC(=O)Nc2ccccc2N2CCOCC2)c1	-5.3%	-0.6%
O=C(NCc1ccccc1)c1ccc(-c2ccccc2F)o1	-10.5%	-1.2%
COCCCNC(=O)CN(c1cc(C)cc(C)c1)S(=O)(=O)c1ccccc1	-2.4%	-2.5%
CCc1ccc(NC(=O)C(=O)NCCN2CCN(C(=O)c3ccccc3Cl)CC2)cc1	2.7%	.
COC(=O)c1ccc(CSc2ncn[nH]2)o1	-3.8%	-2.6%
CCOc1ccc(-c2c(C#N)c(N)n3c(nc4ccccc43)c2C#N)cc1OC	4.4%	1.6%
COc1ccc(CNC(=O)C2COc3ccccc3O2)cc1 (configuration not stated)	2.4%	4.5%
Cc1ccc(OCCOc2ccc(C=O)cc2)cc1	3.3%	5.9%
O=C(Cc1ccc(-n2cccc2)cc1)N1CCc2ccccc21	3.5%	-0.5%
CC(=O)N(CCc1ccc(S(N)(=O)=O)cc1)C1CC(=O)N(c2ccccc2)C1=O (configuration not stated)	1.8%	-1.7%
COc1cccc(NC(=O)N(CCCN2CCOCC2)C(C)c2cc3cccc(OC)c3o2)c1 (configuration not stated)	1.3%	0.3%
Cc1ccc(CC(=O)N2CCN(c3ccccn3)CC2)cc1	.	8.9%
O=C1N=c2ccccc2=C1c1s/c(=N/N=C2/C(=O)Nc3ccccc32)n(-c2ccc(O)cc2)c1O	69.8%*	93.6%*
Cc1ccc(-c2cc3nc4c(c(=O)n3[nH]2)SCC4)cc1	0.6%	-3.8%
Cc1cc(-c2ccccc2)nc2cc(C(=O)N3CCCC3)nn12	3.4%	-5.5%
COC(=O)c1[nH]c(C)c(/C(O)=C2\C(=O)C(=O)N(CCCN3CCOCC3)C2c2ccccn2)c1C (configuration not stated)	2.6%	-0.8%
CCNc1nc(NC(C)C)nc(N(C#N)CCOc2ccccc2)n1	.	-4.4%
COC(=O)c1c(N)n(-c2cc(OC)cc(OC)c2)c2nc3ccccc3nc12	-1.8%	-0.7%
COC(=O)c1ccc(Oc2nc(N3CCCCC3)nc(N3CCOCC3)n2)cc1	-12.7%	-6.5%
CC(=O)c1cccc(NC(=O)CSc2nnc(-c3cccnc3)o2)c1	.	-2.7%
COc1ccc(N(CC(=O)Nc2cccc(Br)c2)S(C)(=O)=O)cc1Cl	-1.1%	2.0%
Cc1cccc(C(=O)NC2CCN(C(=O)N3CCOCC3)CC2)c1	.	-3.0%
O=C1C2CCCN2C(c2ccccc2F)N1c1ccc(F)cc1 (configuration not stated)	-6.8%	1.1%
O=C(O)CN1CCNCC1	8.0%	-2.0%
CCOC(=O)c1ccccc1NC(=O)c1cc2sccc2n1C	4.3%	-11.5%
Cn1c(SCC(=O)c2cc3ccccc3o2)nnc1-c1ccccc1	-0.4%	-2.3%
COc1cccc(OCc2nc3ncc(Br)cc3[nH]2)c1	-10.6%	-1.9%
Cc1cnc(C(=O)OCC(=O)N(C(C)C)C(C)C)cn1	.	2.4%
CSc1ncc(Cl)c(C(=O)C(C#N)c2nc3c(C)cc(C)cc3c(=O)[nH]2)n1 (configuration not stated)	-5.5%	-4.1%
Cc1ccc(S(=O)(=O)Nc2ccc(O)c(S(=O)(=O)c3ccc(C)cc3)c2)cc1	2.8%	-0.9%
COC(=O)c1cccc(NC(=O)c2ccc(C)cc2)c1	-2.8%	-1.4%
O=C(c1cccnc1)N1CCN(C(=O)c2cccs2)CC1	-20.5%&2.8%	-0.4%&1.5%
O=S(=O)(c1ccc(Cl)cc1)c1snnc1-c1ccccc1	.	-0.1%
Cc1ccc(-c2nc(CS(=O)CC(=O)NCc3ccc(Cl)cc3)c(C)o2)cc1 (configuration not stated)	3.8%	-0.2%
CC(Nc1n[nH]c(=S)[nH]c1=O)C(=O)OCc1ccccc1 (configuration not stated)	0.5%	22.3%
CCn1nc(NC(=O)c2cccnc2)c2cc3cccc(C)c3nc21	-11.6%	10.9%
COC(=O)C1=C(C)NC(=O)NC1c1ccsc1 (configuration not stated)	.	1.1%
CC(C)Oc1ccc(/C(O)=C2/C(=O)C(=O)N(CCN3CCOCC3)C2c2ccccc2)cc1 (configuration not stated)	9.6%	4.3%
COc1cccc(-n2c(O)c(/C=C3\C=c4ccccc4=N3)c(=O)[nH]c2=O)c1	2.9%	1.6%
Cc1occc1C(=O)n1nnc2ccccc21	8.9%	2.2%
CC(C)c1ccc(N2C(=O)NC(=O)/C(=C/c3ccc(O)c(Br)c3)C2=O)cc1	2.1%	-0.9%
CC(C)CC(=O)Nc1nnc(-c2ccco2)s1	.	-5.0%
CCCC(=O)N1CCN(c2cc(C)c(C(C)=O)cc2F)CC1	2.3%	-3.1%
O=C(OCC#CCSc1nc2ccccc2s1)c1ccco1	-3.4%	2.8%
Cn1c(=O)c2c(nc(NCc3ccccc3)n2CC(=O)NCc2ccccc2)n(C)c1=O	.	-2.8%
COc1ccc(C2=NOC(C(=O)Nc3ccc(C)cc3)C2)cc1OC (configuration not stated)	-9.3%	-2.2%
COc1ccc(NC(=O)C(c2ccc(C)cc2)N(C)C(=O)c2cnccn2)cc1 (configuration not stated)	-9.7%	-1.1%
COc1ccc2nc(SCC(=O)Nc3ccccc3C)[nH]c2c1	.	3.9%
Next section
SMILES	Rat MKP-3 inhibitors	Hsp70 displacement
Cc1ccc(S(=O)(=O)c2cc3c(=O)n4ccccc4nc3n(C)c2=N)cc1	-1.3%	18.1%
CCOC(=O)N1CCN(S(=O)(=O)c2ccc(C)cc2)C1	-2.0%	-1.4%
CCNS(=O)(=O)c1ccc(NC(=O)c2ccccc2OCC)cc1	-7.8%	-1.4%
Cc1ccc(-c2nc3ccccc3s2)cc1S(=O)(=O)N1CCCC1	.	-1.8%
CC(=O)Nc1ccc(C(=O)N(C)c2ccccc2)cc1	.	0.7%
O=C1NC2(CCCCC2)Oc2ccccc21	5.4%	3.0%
Nc1nnc(SCC(=O)n2c3ccccc3c3ccccc32)s1	-5.0%	4.8%
CCOCC(=O)Nc1sc2c(c1C(=O)OCC)CCCC2	-1.6%	-2.1%
CC(=O)NC(C)C12CC3CC(CC(C3)C1)C2 (configuration not stated)	-1.7%	-2.4%
CCN1CCN(C(c2cccs2)C(C)NC(=O)c2ccco2)CC1 (configuration not stated)	2.9%	7.2%
CC1CCC(=C(C#N)c2nc(-c3cc4ccccc4oc3=O)cs2)CC1 (configuration not stated)	3.1%	-2.9%
O=C(CCC(=O)c1cccs1)NCc1ccccc1	-9.0%	-5.4%
Cc1nnc(SCC(=O)Nc2sc3c(c2C(N)=O)CCCC3)[nH]c1=O	.	-1.9%
O=C1N=C(N2CCCC2)S/C1=C\c1ccc([N+](=O)[O-])cc1	3.3%	0.2%
CC1CCCN(C(=O)C2CCN(CC(C)c3ccccc3)CC2)C1 (configuration not stated)	.	-0.3%
CCCn1c(SCC(=O)c2ccc3c(c2)OCCO3)nnc1-c1ccco1	-8.6%	1.3%
CCN(CC)CCCN1C(=O)c2oc3ccccc3c(=O)c2C1c1cccc(OC)c1OC (configuration not stated)	-4.3%	-3.0%
Cc1ccc(C(=O)Nc2ccc3nn(-c4ccc(F)cc4)nc3c2)cc1[N+](=O)[O-]	6.5%	-3.9%
COc1cc(OC)nc(NC(C)=O)n1	.	-1.0%
CN1C=CC2=C(C#N)C(N)C(C#N)(C#N)C(c3ccccc3)C2C1 (configuration not stated)	-5.6%	35.7%
N#CC1=C(N)Oc2c([nH]c(=O)[nH]c2=O)C1c1ccccc1 (configuration not stated)	0.2%	0.3%
Cc1cccc(C(=O)Nc2c(C(=O)N(C)C)cnn2-c2ccccc2)c1	0.2%	-1.8%
CCN(CC)c1ccc(NC(=O)c2ccc(-c3ccc([N+](=O)[O-])cc3)o2)cc1	2.1%	-1.8%
CCN(c1ccccc1)c1cc(C)nc2nc(C)nn12	-3.4%	4.0%
CCc1ccc(S(=O)(=O)Nc2cc(-c3c(O)ccc4ccccc34)c(O)c3ccccc23)cc1	0.0%	4.0%
COc1ccc(S(=O)(=O)n2nc(OC(=O)c3ccco3)cc2N)cc1	2.0%	-1.3%
CCOC(=O)CSc1nnc(-c2ccoc2C)n1-c1ccc(OCC)cc1	-6.8%	0.6%
CCOn1c(=O)c(-c2ccccc2)[n+]([O-])c2ccccc21	-4.0%	0.4%
Cc1cc(C)c(NC(=S)N2CCC(N(C)CC3CCCO3)CC2)c(C)c1 (configuration not stated)	.	-0.5%
N#Cc1c(N)sc2c1CCCCCC2	-5.6%&-0.3%	0.8%&-1.9%
C=C(C)COc1ccc(-c2nc(N)ncc2Oc2ccccc2OC)c(O)c1	-7.2%	4.6%
COCc1n[nH]c(=S)n1-c1ccccc1	.	5.2%
O=C(NC1CC1)C1CCN(c2ccc(S(=O)(=O)N3CCOCC3)cc2)CC1	-6.0%	4.4%
CCOc1ccc2[nH]c(C)c(CN3CCOCC3)c(=O)c2c1	-8.7%	-3.7%
CN1CCN(C(=O)CN(Cc2ccc(Cl)cc2)S(C)(=O)=O)CC1	-3.0%	3.7%
NC1=NC(=O)/C(=C\c2ccccc2Cl)S1	2.0%	-2.7%
CC(O)/C=C/c1ccc2ccccc2n1 (configuration not stated)	1.8%	15.3%
Cc1nn(-c2ccccc2)c2sc(C(=O)O)cc12	-3.4%	1.0%
CCC(CC)COC(=O)C(C#N)c1nc2ccccc2nc1N1CCN(CC)CC1 (configuration not stated)	-1.2%	-1.0%
CN(c1ccc(C(=O)Nc2nccs2)cc1)S(=O)(=O)c1ccccc1	-3.4%	2.7%
CSc1ccn(CCC(=O)O)c(=O)n1	-19.1%	-0.2%
O=C(NC1CCCCC1)c1ccccc1NC(=O)C1CC(=O)N(c2ccccc2)C1 (configuration not stated)	.	-1.5%
Cc1ccc(N(CN2C(=O)NC(C)(C)C2=O)CN2C(=O)NC(C)(C)C2=O)cc1	-5.0%	-1.9%
Cc1ccc(OCCCNC(C)(C)C)c(C)c1	0.3%	5.1%
O=C(NC(=S)N1CCCc2ccccc21)c1ccc([N+](=O)[O-])cc1	-0.7%	6.3%

Of the compounds above, 5 have fluorine:
SMILES	Rat MKP-3 inhibitors	Hsp70 displacement
O=C1NC(Cc2c[nH]c3ccccc23)C(=O)N1c1ccc(F)cc1 (configuration not stated)	.	0.9%
O=C(NCc1ccccc1)c1ccc(-c2ccccc2F)o1	-10.5%	-1.2%
O=C1C2CCCN2C(c2ccccc2F)N1c1ccc(F)cc1 (configuration not stated)	-6.8%	1.1%
CCCC(=O)N1CCN(c2cc(C)c(C(C)=O)cc2F)CC1	2.3%	-3.1%
Cc1ccc(C(=O)Nc2ccc3nn(-c4ccc(F)cc4)nc3c2)cc1[N+](=O)[O-]	6.5%	-3.9%

(further entries)
SMILES	Rat MKP-3 inhibitors	Hsp70 displacement
Cc1ccc(C(=O)Nc2sc3c(c2C(N)=O)CCCCCC3)cc1	2.9%	-0.4%
CCOC(=O)c1oc2cccc(O)c2c1CN(Cc1ccccc1)C(C)=O	-6.9%	.
CCOc1ccccc1NC(=O)CN(c1ccc(C)cc1)S(C)(=O)=O	1.2%	3.4%
Cc1cc(C)nc(SCC(=O)O)n1	4.4%	-2.7%
CCC1Oc2ccccc2N(Cc2ccccc2C)C1=O (configuration not stated)	.	-5.5%
CCOC(=O)C1CCCN(CCC(=O)Nc2cccc(F)c2)C1 (configuration not stated)	-4.9%	-6.9%
CN(C)CCCC1(O)c2ccccc2C=Cc2ccccc21	.	-1.5%
CCCOC(=O)c1ccc(NC(=O)COc2ccc(Cl)cc2C)cc1	1.4%	0.5%
CCOc1ccccc1C1Nc2ccccc2NC2=C1C(=O)CC(c1ccc3c(c1)OCO3)C2 (configuration not stated)	1.7%	0.2%
Cc1cc(=O)[nH]c2ccccc12	-10.1%	-0.5%
Cc1cccc(/C=C2/SC(=S)N(Cc3ccccc3)C2=O)c1	0.9%	-0.7%

6 entries from above, with bars between the fields:
structure | Rat MKP-3 inhibitors | Hsp70 displacement
CCOC(=O)C1CCCN(CCC(=O)Nc2cccc(F)c2)C1 (configuration not stated) | -4.9% | -6.9%
CN(C)CCCC1(O)c2ccccc2C=Cc2ccccc21 | . | -1.5%
CCCOC(=O)c1ccc(NC(=O)COc2ccc(Cl)cc2C)cc1 | 1.4% | 0.5%
CCOc1ccccc1C1Nc2ccccc2NC2=C1C(=O)CC(c1ccc3c(c1)OCO3)C2 (configuration not stated) | 1.7% | 0.2%
Cc1cc(=O)[nH]c2ccccc12 | -10.1% | -0.5%
Cc1cccc(/C=C2/SC(=S)N(Cc3ccccc3)C2=O)c1 | 0.9% | -0.7%

This is a subset; the hit share may differ from the screen's.
